Screening data from PubChem BioAssay.
Mtb BioA inh: inhibitors of Mycobacterium tuberculosis BioA enzyme. purified M. tuberculosis BioA enzyme, plate reader. inhibition, % at 9.99 µM. actives 0.096% (n = 360,000); in the data active = inhibition above about 40%
Active calls of the source: *; & = joins results of further samples.

Start of the data: the first 7 records, to show the layout:
SMILES | Mtb BioA inh
Cc1noc(C)c1NC(=O)Nc1ccc2c(c1)C(=O)N([C@@H](C)CO)C[C@@H](C)[C@H](CN(C)Cc1ccc3c(c1)OCO3)OCCCC[C@@H](C)O2 | 2.2
N#C[C@@H]1[C@@H](c2ccc(C#Cc3cccnc3)cc2)[C@@H](CO)N1C(=O)C1CCCCC1 | 1.2
CCNC(=O)C[C@H]1CC[C@H]2[C@H](COc3ccc(NC(=O)C4CCCCC4)cc3C(=O)N2C)O1 | -0.8
Cc1noc(C)c1NC(=O)Nc1ccc2c(c1)C(=O)N([C@H](C)CO)C[C@H](C)[C@@H](CN(C)C(=O)Nc1cccc3ccccc13)OCCCC[C@@H](C)O2 | -0.1
CO[C@H]1CN(C)C(=O)c2ccc(NS(=O)(=O)c3ccc(C)cc3)cc2OC[C@@H](C)NC[C@H]1C | -1.9
COCC(=O)Nc1ccc2c(c1)C(=O)N(C)[C@H]1CC[C@@H](CC(=O)NC3CCCC3)O[C@@H]1CO2 | 0.9
COc1cccc(-c2ccc([C@H]3[C@H]4CN(C(=O)NC(C)C)CCCCN4[C@H]3CO)cc2)c1 | 0.3

The listing (from the top)
SMILES | Mtb BioA inh
Cc1noc(C)c1NC(=O)Nc1ccc2c(c1)C(=O)N([C@@H](C)CO)C[C@@H](C)[C@H](CN(C)Cc1ccc3c(c1)OCO3)OCCCC[C@@H](C)O2 | 2.2
N#C[C@@H]1[C@@H](c2ccc(C#Cc3cccnc3)cc2)[C@@H](CO)N1C(=O)C1CCCCC1 | 1.2
CCNC(=O)C[C@H]1CC[C@H]2[C@H](COc3ccc(NC(=O)C4CCCCC4)cc3C(=O)N2C)O1 | -0.8
Cc1noc(C)c1NC(=O)Nc1ccc2c(c1)C(=O)N([C@H](C)CO)C[C@H](C)[C@@H](CN(C)C(=O)Nc1cccc3ccccc13)OCCCC[C@@H](C)O2 | -0.1
CO[C@H]1CN(C)C(=O)c2ccc(NS(=O)(=O)c3ccc(C)cc3)cc2OC[C@@H](C)NC[C@H]1C | -1.9
COCC(=O)Nc1ccc2c(c1)C(=O)N(C)[C@H]1CC[C@@H](CC(=O)NC3CCCC3)O[C@@H]1CO2 | 0.9
COc1cccc(-c2ccc([C@H]3[C@H]4CN(C(=O)NC(C)C)CCCCN4[C@H]3CO)cc2)c1 | 0.3
C[C@H](CO)N1C[C@H](C)[C@H](CN(C)C(=O)CCC(F)(F)F)OCc2ccccc2-c2c(n(C)c3ccccc23)C1=O | -0.3
C[C@@H]1CN([C@@H](C)CO)C(=O)c2cc(-c3cccnc3)cnc2O[C@@H]1CN(C)C(=O)Nc1ccccc1 | -1.6
C[C@H]1CN([C@@H](C)CO)S(=O)(=O)c2ccc(-c3cccc(C#N)c3)cc2O[C@@H]1CN(C)C(=O)c1ccc(F)cc1 | 0.8
C[C@H](CO)N1C[C@H](C)[C@@H](CN(C)S(=O)(=O)c2ccc(F)cc2)OCCCC[C@H](C)Oc2ccc(NC(=O)c3ccccc3)cc2C1=O | -1.6
COC(=O)C[C@@H]1CC[C@H]2[C@H](COc3ccc(NC(=O)c4cccc(OC)c4)cc3C(=O)N2C)O1 | 1.4
C/C=C/c1ccc2c(c1)O[C@H](CN(C)C(=O)c1ccccn1)[C@H](C)CN([C@@H](C)CO)S2(=O)=O | 0.4
COc1ccc(CN(C)C[C@@H]2Oc3ccc(NC(=O)Nc4ccc(C(F)(F)F)cc4)cc3CC(=O)N([C@@H](C)CO)C[C@@H]2C)cc1 | -0.4
COc1ccc(C(=O)Nc2ccc3c(c2)C(=O)N(C)C[C@H](OC)[C@@H](C)CN[C@@H](C)CO3)cc1 | 1.6
CO[C@@H]1CN(C)C(=O)c2cc(NC(=O)Nc3ccc(F)cc3)ccc2OC[C@@H](C)NC[C@@H]1C | -0.2
Cc1ccc(S(=O)(=O)N(C)C[C@H]2Oc3cc(C#Cc4ccccc4)ccc3S(=O)(=O)N([C@@H](C)CO)C[C@H]2C)cc1 | -2.4
CC(=O)N1[C@@H]2Cn3c(cccc3=O)[C@H]1[C@@H](C(=O)NC1CCCC1)[C@@H]2CO | -1.4
CO[C@H]1CN(C)C(=O)c2ccc(NC(=O)c3ccccc3)cc2OC[C@@H](C)N(C(=O)C2CC2)C[C@H]1C | 1.4
COc1ccc(S(=O)(=O)N(C)C[C@@H]2Oc3ccc(NC(=O)Nc4ccc(C(F)(F)F)cc4)cc3C(=O)N([C@H](C)CO)C[C@H]2C)cc1 | -1.1
O=C(C[C@@H]1CC[C@@H]2[C@H](COC[C@H](O)CN2Cc2ccc(Oc3ccccc3)cc2)O1)Nc1nccs1 | -2.1
C[C@H](CO)N1C[C@H](C)[C@@H](CN(C)S(=O)(=O)c2ccc(F)cc2)Oc2ncc(/C=C/c3ccccc3)cc2C1=O | -5.7
C[C@H]1CN([C@@H](C)CO)C(=O)c2cccc(NS(=O)(=O)c3cccs3)c2O[C@H]1CN(C)C | -2.3
O=C(NC[C@H]1[C@H](c2ccccc2)[C@H](CO)N1CC1CCCC1)c1ccncc1 | -2.9
CC(C)CC#Cc1ccc2c(c1)O[C@H](CN(C)C(=O)Cc1cccnc1)[C@@H](C)CN([C@@H](C)CO)S2(=O)=O | -0.3

Two compounds picked at random from the list so far:
SMILES | Mtb BioA inh
C[C@H]1CN([C@@H](C)CO)C(=O)c2cccc(NS(=O)(=O)c3cccs3)c2O[C@H]1CN(C)C | -2.3
COc1ccc(S(=O)(=O)N(C)C[C@@H]2Oc3ccc(NC(=O)Nc4ccc(C(F)(F)F)cc4)cc3C(=O)N([C@H](C)CO)C[C@H]2C)cc1 | -1.1

Next section:
SMILES | Mtb BioA inh
C[C@@H]1CCCCO[C@H](CN(C)Cc2ccccc2)[C@H](C)CN([C@@H](C)CO)C(=O)c2cc(NC(=O)Cc3ccccc3)ccc2O1 | 4.9
COc1ccccc1CN1CC[C@@H]2[C@H]1c1cc(-c3cccc(C(=O)N(C)C)c3)ccc1N[C@@H]2CO | 12
O=C(C[C@H]1CC[C@@H](NC(=O)c2ccccc2)[C@@H](CO)O1)NCc1ccc(Oc2ccccc2)cc1 | 3.5
CN1C(=O)c2cc(NC(=O)c3cccs3)ccc2OC[C@H]2O[C@H](CC(=O)N3CCOCC3)CC[C@@H]21 | -1.0
O=C(C1CCCC1)N1CCCCN2[C@H](C1)[C@@H](c1ccc(-c3cccc(F)c3)cc1)[C@@H]2CO | 3.0
C[C@@H]1CN([C@H](C)CO)C(=O)c2c(c3ccccc3n2C)-c2ccccc2CO[C@H]1CN(C)C(=O)c1ccccc1 | 2.1
COc1ccc(NC(=O)N(C)C[C@@H]2OCCCC[C@H](C)Oc3ccc(N(C)C)cc3C(=O)N([C@@H](C)CO)C[C@@H]2C)cc1 | -0.1
CC=Cc1ccc2n(c1=O)C[C@@H]1[C@@H](CO)[C@H](C(=O)NCC)[C@H]2N1Cc1cccc(Cl)c1 (mixture of isomers) | 20
COc1cccc(S(=O)(=O)N(C)C[C@@H]2Oc3ncc(C#CCC(C)C)cc3C(=O)N([C@H](C)CO)C[C@@H]2C)c1 | -0.6
COCCOC(=O)N1C(=O)[C@@]2(c3cc(C#CCNC(N)=O)ccc31)[C@H](c1ccccc1OCCO)N1[C@H](c3ccccc3)[C@H](c3ccccc3)OC(=O)[C@H]1[C@@H]2C(N)=O | -2.5
CCCN1C[C@H](C)[C@H](OC)CN(C)C(=O)c2ccc(NC(=O)C3CCOCC3)cc2OC[C@@H]1C | 0.2
CC(C)C#Cc1ccc2c(c1)O[C@H](CN(C)C(=O)CC1CC1)[C@H](C)CN([C@H](C)CO)S2(=O)=O | -1.6
O=S(=O)(c1ccc(F)cc1)N1CCCCN2[C@H](C1)[C@H](c1ccc(C3=CCCCC3)cc1)[C@@H]2CO | 1.4
COc1ccc(C(=O)N2C[C@H]3[C@@H](c4ccccc42)[C@@H](CO)N3C(=O)c2ccc(F)cc2)cc1 | 1.3
Cc1noc(C)c1NC(=O)N(C)C[C@H]1OCCCC[C@@H](C)Oc2ccc(NC(=O)Nc3ccccc3)cc2C(=O)N([C@@H](C)CO)C[C@H]1C | -4.3
CCCNC(=O)N(C)C[C@H]1Oc2cc(C#CC3CC3)ccc2S(=O)(=O)N([C@@H](C)CO)C[C@@H]1C | -2.7
O=C(Nc1ccccc1F)N[C@@H]1CC[C@@H](CCNC(=O)C2CCCCC2)O[C@@H]1CO | -1.7
CN1C(=O)c2cc(NC(=O)C3CCCCC3)ccc2OC[C@@H]2O[C@@H](CC(=O)NC3CCCC3)CC[C@H]21 | 0.1
C[C@@H]1CN([C@@H](C)CO)C(=O)c2cc(NC(=O)Nc3ccc(F)cc3)ccc2O[C@@H]1CN(C)Cc1ccc(C(F)(F)F)cc1 | -1.1
Cc1noc(C)c1S(=O)(=O)Nc1ccc2c(c1)C(=O)N([C@H](C)CO)C[C@H](C)[C@@H](CN(C)Cc1ccc(C(F)(F)F)cc1)OCCCC[C@H](C)O2 | 2.2
COc1ccc(NC(=O)Nc2ccc3c(c2)C(=O)N([C@H](C)CO)C[C@@H](C)[C@@H](CN(C)C(=O)Nc2ccccc2)O3)cc1 | 5.6
C[C@H](CO)N1C[C@H](C)[C@@H](CN(C)CC2CCCCC2)OCCCC[C@H](C)Oc2ccc(NS(C)(=O)=O)cc2C1=O | -1.3
COc1ccc(S(=O)(=O)N(C)C[C@H]2Oc3ccc(NC(=O)C4CC4)cc3C(=O)N([C@H](C)CO)C[C@H]2C)cc1 | -0.1
COCCN(C[C@@H]1[C@@H](c2ccccc2)[C@H](CO)N1C(C)=O)C(=O)c1cccnc1 | 4.0
C[C@@H]1CCCCO[C@H](CN(C)Cc2ccc(Cl)c(Cl)c2)[C@@H](C)CN([C@H](C)CO)C(=O)c2cc(NC(=O)Nc3ccc4c(c3)OCO4)ccc2O1 | -1.9
Next section:
SMILES | Mtb BioA inh
C[C@@H]1CN([C@H](C)CO)C(=O)c2cc(NS(=O)(=O)c3ccc(F)cc3)ccc2O[C@@H]1CN(C)S(=O)(=O)c1ccc(F)cc1 | 0.1
C[C@H](CO)N1C[C@H](C)[C@@H](CN(C)C(=O)C2CCCCC2)OCCCC[C@H](C)Oc2ccc(NC(=O)CCC(F)(F)F)cc2C1=O | 2.8
C[C@H]1CN([C@@H](C)CO)C(=O)c2cccc(NC(=O)Nc3ccc(C(F)(F)F)cc3)c2O[C@@H]1CN(C)CC1CC1 | 0.2
CO[C@@H]1CN(C)C(=O)c2cc(NS(C)(=O)=O)ccc2OC[C@@H](C)N(C(=O)C2CC2)C[C@H]1C | -2.5
COC(=O)C[C@@H]1CC[C@H]2[C@@H](COc3ccc(NC(=O)Nc4cccc(C)c4)cc3C(=O)N2C)O1 | -0.4
COc1ccc(C(=O)N2C[C@@H]3[C@H](c4ccccc42)[C@H](CO)N3C(=O)Cc2ccccn2)cc1 | -8.4
CC(C)C(=O)Nc1ccc2c(c1)C(=O)N(C)[C@@H]1CC[C@H](CC(=O)NCc3ccccc3)O[C@H]1CO2 | -5.3
C[C@@H]1CN([C@@H](C)CO)C(=O)c2cc(C3=CCCCC3)cnc2O[C@H]1CN(C)Cc1ccccn1 | -1.9
Cc1noc(C)c1NC(=O)N(C)C[C@H]1Oc2c(cccc2N(C)C)C(=O)N([C@@H](C)CO)C[C@@H]1C | -4.2
CC=Cc1ccc2n(c1=O)C[C@@H]1[C@@H](CO)[C@H](C(=O)NCCc3ccccc3)[C@H]2N1C (mixture of isomers) | 0.1
C[C@H](CO)N1C[C@H](C)[C@@H](CN(C)Cc2ccc3c(c2)OCO3)Oc2ccc(NC(=O)Nc3ccc4c(c3)OCO4)cc2C1=O | 11
COc1cccc(S(=O)(=O)N[C@H]2C=C[C@@H](CC(=O)NCc3ccccc3)O[C@H]2CO)c1 | 1.0
C[C@H](CO)N1C[C@H](C)[C@@H](CN(C)C(=O)NC2CCCCC2)OCCCC[C@H](C)Oc2ccc(NC(=O)C3CCCCC3)cc2C1=O | 0.4
C[C@@H]1CCCCO[C@@H](CN(C)C(=O)Nc2ccc(C(F)(F)F)cc2)[C@@H](C)CN([C@H](C)CO)C(=O)c2cc(NC(=O)CCCCCC(=O)Nc3ccccc3N)ccc2O1 | -3.1
C[C@H]1CN([C@@H](C)CO)C(=O)c2cccc(NS(C)(=O)=O)c2O[C@H]1CN(C)C(=O)Nc1ccc2c(c1)OCO2 | 0.3
COc1ccc(NC(=O)Nc2ccc3c(c2)[C@@H]2C[C@H](CC(=O)N4CCCCC4)O[C@@H](CO)[C@@H]2O3)cc1 | -0.5
O=C(C[C@H]1C[C@H]2c3cc(NC(=O)c4cccnc4)ccc3O[C@H]2[C@H](CO)O1)NCc1ccccn1 | 40*
CCCNC(=O)[C@@H]1[C@@H](CO)[C@@H]2Cn3c(ccc(-c4ccc(OC)cc4)c3=O)[C@@H]2N1CCC | 20
C[C@@H]1CCCCO[C@@H](CN(C)Cc2ccccc2)[C@H](C)CN([C@@H](C)CO)C(=O)c2cc(NC(=O)c3ccccc3)ccc2O1 | -0.1
Cc1ccc(S(=O)(=O)N[C@@H]2C=C[C@@H](CC(=O)N3CCc4ccccc4C3)O[C@H]2CO)cc1 | 0.2
COc1ccc(-c2ccc3c(c2)[C@H]2[C@H](CCN2C(=O)c2cccc(F)c2)[C@@H](CO)N3)cc1 | -0.2
C[C@H]1CN([C@@H](C)CO)C(=O)c2cccc(NC(=O)NC3CCCCC3)c2O[C@H]1CN(C)CC1CCCCC1 | 1.2
C[C@H](CO)N1C[C@H](C)[C@H](CN(C)S(=O)(=O)c2ccc(F)cc2)Oc2ncc(/C=C/c3ccccc3)cc2C1=O | 0.4&-4.1
COCc1cn(CC[C@H]2CC[C@H](NC(=O)c3ccncc3)[C@@H](CO)O2)nn1 | -3.9
CNC[C@H]1Oc2ncc(-c3ccccc3C)cc2C(=O)N([C@@H](C)CO)C[C@H]1C | -1.8
O=C(C[C@@H]1C[C@H]2c3cc(NC(=O)Nc4ccc(C(F)(F)F)cc4)ccc3O[C@H]2[C@@H](CO)O1)NCC1CC1 | -1.3
O=C(NC1CCCC1)[C@@H]1[C@@H](CO)[C@@H]2Cn3c(ccc(-c4ccncc4)c3=O)[C@@H]2N1CCc1ccccc1 | 2.2
O=C(C[C@H]1C=C[C@@H](NC(=O)Nc2cc(F)ccc2F)[C@H](CO)O1)NCCCN1CCOCC1 | -2.3

A portion of the library, so the mix of outcomes need not match the whole.
